Rad51 HR inh – Rad51 (human) homologous recombination inhibition | Q06609 | inhibition, % at 10 µM | hRad51 DNA strand exchange, fluorescence dequenching | AID 1385 | actives 0.085% (n = 200,000);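 active means inhibition above 40% at the single screening dose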;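 further: 0% = DMSO control wells and 100% = blanks with heterologous ssDNA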
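Material: human Rad51–ssDNA filaments; Probe or stimulus: labelled 47-mer dsDNA for strand exchange; Doses: single 10 µM dose; Incubation: 37 °C 15-min filament assembly, 30-min compound preincubation, 15-min exchange; Technique: FRET fluorescence dequenching, excitation 485 nm, emission 520 nm; Measure: Fluorescence-based percent inhibition, control- and blank-normalised; Benchmarks: plate control and blank wells.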
TNF death inh – inhibitors of TNF-alpha induced necroptosis in Jurkat FADD-/- cells. Jurkat FADD-/- TNF necroptosis rescue, ATP luminescence, 24 h; 0 = TNF only, 100 = no-TNF cells. activation (protection from cell death), % at 10 µM. actives 0.068% (n = 220,000). AID 463075;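 active means activation, meaning protection from cell death, of at least 50% relative to plate controls; inactive means activation below 50%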;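 further: necroptosis triggered by 40 ng/mL TNF-alpha added together with compound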
Hck Nef HTS – inhibitors of human Hck kinase activated by Nef; Recombinant Hck-YEEI plus Nef, Z-Lyte FRET kinase assay; actives 0.68% (n = 220,000); inhibition, % at 20 µM; AID 463187;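 active means Hck-Nef kinase inhibition above about 50%, limit read from the data; inactive means inhibition below that limit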;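 further: 0% = DMSO with Hck plus Nef and 100% = Hck alone without Nef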
zVAD death inh – blocks zVAD induced death of L929 cells | actives 0.38% (n = 220,000) | L929 zVAD necroptosis rescue, ATP luminescence, 24 h; with zVAD 60 µM | AID 1377 | viability rescue, % at 10 µM;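 active means activation, scaled between plate controls, above about 75%, limit read from the data; inactive means activation under that limit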;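 further: 0% = zVAD with DMSO and 100% = DMSO alone without zVAD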
KLK5 inh – inhibitors of human kallikrein 5 | Q9Y337 | recombinant hK5, fluorogenic AMC substrate cleavage | inhibition, % at 5 µM | actives 0.59% (n = 210,000);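 active means inhibition of 40% or more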;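 further: 0% = enzyme controls without compound and 100% = no-enzyme blanks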
Target sequence (Q9Y337 67-293 limits assumed): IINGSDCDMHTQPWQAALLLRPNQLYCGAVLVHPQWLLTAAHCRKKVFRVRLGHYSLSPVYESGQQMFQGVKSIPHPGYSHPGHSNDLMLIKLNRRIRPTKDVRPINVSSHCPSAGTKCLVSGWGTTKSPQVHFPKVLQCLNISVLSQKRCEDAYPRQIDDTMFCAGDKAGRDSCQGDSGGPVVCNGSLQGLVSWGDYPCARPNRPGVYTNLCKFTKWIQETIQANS
thrombin 1536 – thrombin (human) inhibition; P00734; alpha-thrombin, Boc-VPR-AMC fluorogenic substrate cleavage; inhibition, % at 5 µM; actives 0.26% (n = 220,000); AID 1046;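 active means inhibition at or above 40%; inactive means inhibition below 40%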;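 further: 0% = enzyme with no compound and 100% = wells without enzyme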
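System: Human alpha-thrombin protein | Medium: pH 7.5 Tris (50 mM) with NaCl 150 mM, Tween 20 0.05% | Times: Enzyme reaction carried out at room temperature | Detection: AMC fluorescence, 355/460 nm | Evaluation: Percent inhibition scaled between no-compound controls and no-enzyme blanks | Benchmarks: Enzyme without compound as high, wells lacking enzyme as low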
FXIIa inh – inhibitors of human coagulation factor XIIa; inhibition, % at 5 µM; AID 800; actives 0.3% (n = 220,000); P00748; purified FXIIa, Boc-QGR-AMC fluorogenic substrate, 2 h; in the data active means inhibition above about 40%;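 further: 0% = enzyme with no compound and 100% = blank without enzyme; many of its hits are not listed in these tables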
Target sequence (P00748 20-372 limits assumed): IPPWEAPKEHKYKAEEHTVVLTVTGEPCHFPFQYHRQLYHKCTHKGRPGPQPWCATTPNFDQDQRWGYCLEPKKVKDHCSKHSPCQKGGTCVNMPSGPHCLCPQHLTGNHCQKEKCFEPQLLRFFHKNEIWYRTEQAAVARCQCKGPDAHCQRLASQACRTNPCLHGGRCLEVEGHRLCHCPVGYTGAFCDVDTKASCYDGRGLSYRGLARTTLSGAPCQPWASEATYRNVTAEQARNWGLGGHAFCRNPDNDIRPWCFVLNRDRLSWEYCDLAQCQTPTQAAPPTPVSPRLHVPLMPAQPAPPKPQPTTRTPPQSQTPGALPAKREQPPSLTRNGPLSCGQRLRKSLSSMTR
Target sequence (P00748 373-615 limits assumed): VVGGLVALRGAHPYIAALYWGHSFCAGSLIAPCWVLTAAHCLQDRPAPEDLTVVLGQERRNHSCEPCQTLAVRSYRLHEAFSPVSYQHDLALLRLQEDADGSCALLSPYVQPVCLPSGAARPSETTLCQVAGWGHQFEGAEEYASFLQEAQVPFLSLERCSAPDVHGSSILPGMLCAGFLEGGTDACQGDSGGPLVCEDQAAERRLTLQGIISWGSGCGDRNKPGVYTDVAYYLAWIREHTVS
Cl transport mod – modulates chloride dependent transport by human KCC2. KCC2 cells, thallium flux FluoZin-2 fluorescence. Q9H2X9. B-score of Tl+ flux slope (higher = more flux/activation; lower = inhibition) at 10 µM. actives 2.2% (n = 190,000);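 active means thallium flux slope and its plate-corrected score both differing from the plate sample mean at a set confidence after two filtering rounds, in either direction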;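 further: slope of fluorescence scaled to starting intensity during 10 to 20 s after thallium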
FXIa inh – inhibitors of human coagulation factor XIa; P03951; purified FXIa, Boc-Glu-Ala-Arg-AMC fluorogenic substrate; inhibition, % at 5 µM; actives 0.14% (n = 220,000);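 active means inhibition of at least 40%; inactive means inhibition below 40%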;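 further: fluorescence of freed AMC excited at 355 nm; 0% = enzyme without compound and 100% = no enzyme blank; many of its hits are not listed in these tables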
Active calls of the source: *; / = not tested or not shown. Only part of the results is shown. The share of hits here may be higher or lower than overall.

1. O=C(COC(=O)c1ccc(NS(=O)(=O)c2ccc3c(c2)OCCO3)cc1)NC1CC1
2. CCCC1(C(=O)O)NC(c2ccc(OC)cc2O)C2C(=O)N(c3ccc(OC)cc3)C(=O)C21 (stereo unspecified)
3. CCOC(=O)N1CCC(=NNc2ccc(S(=O)(=O)N3CCOCC3)cc2[N+](=O)[O-])CC1
4. O=C(N/N=C/c1ccccc1O)c1cccc(C(F)(F)F)c1
5. COC(=O)Cc1c(O)ccn(CCc2c[nH]c3ccccc23)c1=O
6. O=Cc1c(Sc2ccccc2)nc2ccccn2c1=O
7. Cc1ccc(C(=O)Nc2ccc(Oc3ccc(C(=O)O)c(C(=O)O)c3)cc2)cc1C
8. CCc1nnc(N2C(=O)c3ccccc3C2(O)c2ccccc2)s1 (stereo unspecified)
9. Cc1ccccc1NC(=S)/C(=C(\[O-])c1ccc(C)c([N+](=O)[O-])c1)[n+]1ccccc1
10. COc1ccc(Sc2ccc(/C=C3\C(=O)NN(c4ccccc4)C3=O)o2)cc1

entry no. | 1 | 2 | 3 | 4 | 5 | 6 | 7 | 8 | 9 | 10
FXIIa inh | 8 | -12 | 13 | 1 | 5 | 7 | 14 | 5 | 12 | -11
TNF death inh | 1.1 | 0.9 | 3.1 | -9.4 | -1.1 | -6.6 | -0.9 | -0.1 | 1.1 | 0.0
Rad51 HR inh | -7 | 2 | / | 9 | -19 | -11 | -23 | -3 | / | 1
FXIa inh | -9 | -3 | 4 | 7 | -19 | -14 | 2 | -3 | 10 | -3
Cl transport mod | 0.054 | -1.2 | 0.16 | -0.0024 | / | / | -0.24 | -0.45 | 0.68 | -0.44
KLK5 inh | -12 | -1 | -5 | -9 | 1 | -11 | -10 | -3 | -21 | 5
Hck Nef HTS | -21 | 13 | 6 | -1 | 23 | -1 | 4 | 17 | 2 | -2
thrombin 1536 | -11 | 4 | -6 | -2 | 4 | -6 | -7 | -7 | -6 | 0
zVAD death inh | 0.7 | 0.8 | 0.2 | 12 | 2.0 | 0.2 | -0.3 | -0.8 | 0.6 | 3.5

11. Cn1c(SCC(=O)Nc2ccccc2F)nnc1-c1cccnc1
12. CCCC(=O)Nc1ccc(-c2cnc(-c3ccc(NC(=O)CCC)cc3)nc2)cc1
13. CCNc1cc(=O)n(C)c(=O)n1C
14. Oc1ccccc1CNCCCNCc1ccccc1O
15. CCCc1ccc(C2C3=C(CC(C)(C)CC3=O)NC3=C2C(=O)c2ccccc23)cc1 (stereo unspecified)
16. O=Cc1ccc(-c2cccc([N+](=O)[O-])c2)o1
17. COc1ccc(NC(=O)c2cccc(Cn3cc(Br)c([N+](=O)[O-])n3)c2)c(C)c1
18. COc1ccc(C)cc1N(C(=O)CNC(=O)c1ccco1)C(C(=O)NC1CCCC1)c1cccnc1 (stereo unspecified)
19. O=C(NC1CCCC1)C(c1cccs1)N(C(=O)c1ccco1)c1ccc2c(c1)OCO2 (stereo unspecified)
20. O=S(=O)(/C=C/c1ccccc1)Nc1ccc(F)cc1

entry no. | 11 | 12 | 13 | 14 | 15 | 16 | 17 | 18 | 19 | 20
FXIIa inh | 28 | 5 | 14 | 13 | 15 | 6 | 9 | 10 | 12 | 8
TNF death inh | 0.9 | 1.0 | -2.5 | 0.3 | -13 | -0.7 | 24 | -1.1 | -0.9 | 1.6
Rad51 HR inh | -2 | 1 | 5 | 7 | 3 | 14 | 2 | 3 | -1 | -1
FXIa inh | 6 | 0 | 9 | 1 | 4 | 2 | -3 | 0 | 10 | -1
Cl transport mod | 0.56 | -0.66 | 0.46 | -1.1 | 0.11 | -0.51 | 1.7 | 1.3 | 0.38 | 0.31
KLK5 inh | -5 | -4 | -4 | -35 | 11 | 2 | 0 | -10 | 0 | -1
Hck Nef HTS | -2 | 0 | -1 | 1 | -1 | 20 | -5 | 1 | 7 | 25
thrombin 1536 | -4 | 5 | 5 | -1 | 0 | -1 | -4 | -3 | 6 | -5
zVAD death inh | -1.2 | 0.8 | 1.2 | 5.2 | 0.1 | 1.5 | 0.8 | -0.2 | -0.8 | 5.1

21. O=C(O)CCc1ccc(-c2ccc(Br)cc2)n1Cc1ccco1
22. COCCn1nc2cc(C(=O)NCc3cc(C(F)(F)F)cc(C(F)(F)F)c3)ccc2c1OC
23. O=C(Nc1ccon1)c1cc2ccccc2oc1=O
24. COc1cccc(NC(=O)n2nc(N)cc2-c2ccc(Cl)cc2)c1
25. Cc1ccc(OCC(=O)c2cc(C)n(Cc3cccs3)c2C)c([N+](=O)[O-])n1
26. Cn1c(=NC(=O)C(C)(C)C)sc2cccc(F)c21
27. Cc1ccc(/C=N/NC(=O)CSc2nc3ccccc3c(=O)n2-c2ccccc2)s1
28. CCc1nnc(NC(=O)C2CCCN(S(=O)(=O)c3ccc(OC)cc3)C2)s1 (stereo unspecified)
29. CS(=O)(=O)NC1c2cccc3cccc(c23)C1N1CCOCC1 (stereo unspecified)
30. N#Cc1ccccc1Sc1ccccc1C(=O)OCC(=O)NC12CC3CC(CC(C3)C1)C2

entry no. | 21 | 22 | 23 | 24 | 25 | 26 | 27 | 28 | 29 | 30
FXIIa inh | -3 | 12 | -15 | 13 | -3 | 6 | 8 | 10 | 12 | 0
TNF death inh | -2.0 | 0.7 | 0.2 | 4.1 | -2.5 | -2.9 | 3.1 | 0.8 | -0.3 | 2.9
Rad51 HR inh | -4 | 10 | -9 | 2 | -2 | / | / | 5 | 7 | 0
FXIa inh | 5 | 3 | 7 | 11 | -1 | 2 | 7 | 2 | 2 | 0
Cl transport mod | -0.58 | 0.6 | 1.2 | 1.1 | -0.9 | -0.017 | 0.17 | 0.0023 | 0.72 | -1.3
KLK5 inh | 0 | -58 | -5 | 5 | -19 | 2 | -13 | 3 | 4 | -17
Hck Nef HTS | 1 | 0 | 2 | -2 | -16 | 16 | 0 | 25 | 0 | 5
thrombin 1536 | -4 | 0 | 9 | -1 | 1 | -4 | -2 | -8 | 8 | -5
zVAD death inh | -0.1 | 0.2 | -0.9 | 20 | 0.2 | 1.4 | 0.8 | 0.8 | 1.7 | 0.5

Some of these compounds in order of SMILES length, rising:
23. O=C(Nc1ccon1)c1cc2ccccc2oc1=O
26. Cn1c(=NC(=O)C(C)(C)C)sc2cccc(F)c21
21. O=C(O)CCc1ccc(-c2ccc(Br)cc2)n1Cc1ccco1
29. CS(=O)(=O)NC1c2cccc3cccc(c23)C1N1CCOCC1 (stereo unspecified)
28. CCc1nnc(NC(=O)C2CCCN(S(=O)(=O)c3ccc(OC)cc3)C2)s1 (stereo unspecified)
27. Cc1ccc(/C=N/NC(=O)CSc2nc3ccccc3c(=O)n2-c2ccccc2)s1

entry no. | 23 | 26 | 21 | 29 | 28 | 27
FXIIa inh | -15 | 6 | -3 | 12 | 10 | 8
TNF death inh | 0.2 | -2.9 | -2.0 | -0.3 | 0.8 | 3.1
Rad51 HR inh | -9 | / | -4 | 7 | 5 | /
FXIa inh | 7 | 2 | 5 | 2 | 2 | 7
Cl transport mod | 1.2 | -0.017 | -0.58 | 0.72 | 0.0023 | 0.17
KLK5 inh | -5 | 2 | 0 | 4 | 3 | -13
Hck Nef HTS | 2 | 16 | 1 | 0 | 25 | 0
thrombin 1536 | 9 | -4 | -4 | 8 | -8 | -2
zVAD death inh | -0.9 | 1.4 | -0.1 | 1.7 | 0.8 | 0.8

The main list resumes with the four entries that preceded the break.
27. Cc1ccc(/C=N/NC(=O)CSc2nc3ccccc3c(=O)n2-c2ccccc2)s1
28. CCc1nnc(NC(=O)C2CCCN(S(=O)(=O)c3ccc(OC)cc3)C2)s1 (stereo unspecified)
29. CS(=O)(=O)NC1c2cccc3cccc(c23)C1N1CCOCC1 (stereo unspecified)
30. N#Cc1ccccc1Sc1ccccc1C(=O)OCC(=O)NC12CC3CC(CC(C3)C1)C2
31. Cc1ccc(S(=O)(=O)NCc2n[nH]c(=S)n2C)cc1
32. CC(CN1CCCCC1)OC(=O)CCc1ccccc1 (stereo unspecified)
33. C=CCOc1ccc(-c2n[nH]c(=S)o2)cc1
34. C=C1C(=O)O[C@H]2C1CC[C@@](C)(O)C13C=CC(C)(C21)C1(C3)C(=O)O[C@@H]2C3C(C)=CCC3[C@](C)(O)C[C@H](OC(C)=O)C21 (stereo partly specified)
35. CN1CCc2nc(NC(=O)COc3ccc(C#N)cc3)sc2C1
36. O=C(NCCCn1ccnc1)c1cc2cc([N+](=O)[O-])ccc2oc1=O
37. COc1ccccc1CC(=O)N1CCCc2ccccc21
38. Cc1ccc(/C(O)=C/C(=O)C(=O)NNC(=O)C(O)(c2ccccc2)c2ccccc2)cc1
39. Brc1c(OCCOCCn2cncn2)ccc2ccccc12
40. O=C(c1ccccc1NS(=O)(=O)c1cccs1)N1CCCC1

entry no. | 27 | 28 | 29 | 30 | 31 | 32 | 33 | 34 | 35 | 36 | 37 | 38 | 39 | 40
FXIIa inh | 8 | 10 | 12 | 0 | 13 | 3 | 1 | 0 | 9 | 8 | 12 | 6 | 5 | -16
TNF death inh | 3.1 | 0.8 | -0.3 | 2.9 | -3.0 | 0.5 | 1.3 | -1.7 | 1.4 | -0.4 | -1.9 | -5.2 | -3.4 | -0.6
Rad51 HR inh | / | 5 | 7 | 0 | 1 | / | 7 | 4 | 5 | -9 | 3 | -4 | 0 | 6
FXIa inh | 7 | 2 | 2 | 0 | 0 | -3 | -2 | -1 | 3 | 4 | -2 | 8 | 11 | -8
Cl transport mod | 0.17 | 0.0023 | 0.72 | -1.3 | 0.93 | 0.24 | 1.3 | 0.64 | -0.14 | -0.29 | -0.73 | 1.4 | -0.83 | /
KLK5 inh | -13 | 3 | 4 | -17 | -7 | 1 | -6 | -5 | -9 | -11 | -9 | -64 | -16 | -1
Hck Nef HTS | 0 | 25 | 0 | 5 | 0 | 20 | 17 | 1 | 33 | 1 | -15 | 7 | -14 | 3
thrombin 1536 | -2 | -8 | 8 | -5 | -2 | -1 | / | -7 | 0 | -8 | -2 | 1 | 5 | -12
zVAD death inh | 0.8 | 0.8 | 1.7 | 0.5 | -0.2 | 0.6 | 3.5 | -0.9 | 9.8 | -0.8 | -0.2 | -0.1 | -0.4 | 0.7

41. Cc1ccccc1CCN(CC(=O)NC1CCCCC1)C(=O)c1csnn1
42. Cc1ccccc1NC(=O)CSc1ccc(-c2ccco2)nn1
43. O=C(CSc1nc(Cc2ccccc2)nc2ccccc12)c1ccc2c(c1)OCCO2
44. O=C(O)Cn1c(=S)sc2ccccc21
45. Cc1ccc(OCCCn2c(=O)oc3ccccc32)cc1

entry no. | 41 | 42 | 43 | 44 | 45
FXIIa inh | 7 | 13 | 16 | 3 | 10
TNF death inh | 1.3 | 2.2 | -6.7 | 0.6 | 0.2
Rad51 HR inh | 9 | 7 | -8 | 1 | 0
FXIa inh | -1 | 5 | -3 | 0 | -1
Cl transport mod | 0.88 | -1.4 | 0.45 | 0.46 | -0.39
KLK5 inh | 0 | -6 | -11 | 1 | 4
Hck Nef HTS | 22 | 2 | 3 | 17 | 26
thrombin 1536 | -3 | -2 | -11 | -10 | -4
zVAD death inh | 0.8 | 0.6 | 1.9 | 2.7 | -0.8
